D1 agonist – human D1 receptor agonism. AID 504660. P21728. 360,000 tested, 1% active. activation, % at 2 µM. HEK293 T-REx D1 cells, calcium flux, agonist mode; in the data active = activation above about 30%; note: 0% is about no effect
Target sequence (P21728 whole entry, looked up): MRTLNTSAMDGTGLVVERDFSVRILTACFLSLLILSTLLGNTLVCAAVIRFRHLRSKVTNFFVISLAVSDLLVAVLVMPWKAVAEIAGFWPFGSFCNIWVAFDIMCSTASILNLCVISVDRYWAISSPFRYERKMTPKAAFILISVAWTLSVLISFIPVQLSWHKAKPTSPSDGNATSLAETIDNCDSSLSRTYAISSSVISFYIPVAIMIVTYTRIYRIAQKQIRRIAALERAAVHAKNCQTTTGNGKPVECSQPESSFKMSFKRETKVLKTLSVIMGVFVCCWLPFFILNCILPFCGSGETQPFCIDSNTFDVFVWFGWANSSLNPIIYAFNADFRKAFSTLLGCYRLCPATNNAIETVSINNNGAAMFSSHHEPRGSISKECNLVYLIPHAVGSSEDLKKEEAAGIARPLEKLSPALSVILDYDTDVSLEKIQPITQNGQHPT
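Tetracycline-induced HEK293 TREx D1 cells, force-coupled to calcium signalling, were dye-loaded with a no-wash calcium kit. Compound was pin-added after a 10 s baseline. Fluorescence was read kinetically at 1 cycle/s for 180 s, with calcium rises flagged as agonism.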
D2 ag – D2 dopamine receptor (human) agonism. P14416. HEK293 T-REx D2 cells, calcium flux agonist mode. activation, % at 2 µM. 340,000 tested, 0.53% active;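 active = activation over 3 SD above normal in the single-dose calcium agonist read, cut at about 30% in these data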; note: 0% is about no effect
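Calcium-flux readout, 1 cycle/sec over 180 s following compound pin transfer, in inducible HEK293 Trex D2 cells (force-coupled); dopamine controls included. Positive calcium responses during this window marked compounds as potential agonists.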
RXFP1 antagonist – RXFP1 (human) relaxin receptor antagonism; 350,000 tested, 0.59% active; AID 1259400; HEK293-RXFP1, relaxin-stimulated cAMP HTRF, 30 min; stronger effect = lower value; activity change, negative = inhibition, % at 57.5 µM;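 active = activity change of -60% or lower, but not beyond a set lower limit; inconclusive = change between -60% and -40%, or beyond the set limit; inactive = change above -40%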; note: % is set by controls: 0 for no effect and ±100 for the full control effect
D2 PAM – D2 dopamine receptor (human) potentiation. P14416. HEK293 T-REx D2, calcium flux, EC20 dopamine potentiation. potentiation, % at 10 µM. 340,000 tested, 0.34% active. AID 485347;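 active = potentiation over 3 SD above the plate norm, cut at about 30% in these data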; note: 0% is about no effect
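Cells plated with tetracycline inducer and held overnight at 30 C; calcium dye loaded 30–90 min at room temperature; baseline taken, compound added and read 180 s; EC20 dopamine then added and read 180 s.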
D1 potentiator – potentiators of human D1 dopamine receptor. P21728. HEK293 TREx D1 cells, calcium flux, dopamine EC20 potentiation. potentiation, % at 10 µM. 360,000 tested, 0.036% active. AID 504651; in the data active = potentiation above about 30%; note: 0% is about no effect
RXFP1 ag – RXFP1 (human) receptor agonism | Q9HBX9 | HEK293T-RXFP1 cAMP TR-FRET, 30 min; response scale: percent of porcine relaxin response, buffer zero | Potency, µM (top dose mostly 57.5 µM), inactives show top-dose activation, most hits filed as activators | 370,000 tested, 0.3% active | AID 2676; active = well fitted activation curve with a large enough effect; inconclusive = small, poorly fitted or top-dose-only effect; note: potency is the fitted concentration of half-maximal effect; % is set by controls: 0 for no effect and ±100 for the full control effect; nearly all actives have a fitted effect of over 60% in size; many of its hits are not listed in these tables
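HEK293 cells stably expressing RXFP1, treated 30 min at 37C with compounds plus PDE4 inhibitor Ro 20174; cAMP measured by HTRF TR-FRET. Normalized to buffer and 29 nM porcine relaxin; EC50 by Hill fit.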
TRHR PAM – TRH receptor (human) allosteric enhancement; P34981; enhancement, % at 2 µM; TRHR cells, fluo-8 calcium fluorescence, EC20 TRH enhancement; 360,000 tested, 0.66% active; AID 493056; in the data active = enhancement above about 30%; note: 0% is about no effect
Target sequence (P34981 whole entry, looked up): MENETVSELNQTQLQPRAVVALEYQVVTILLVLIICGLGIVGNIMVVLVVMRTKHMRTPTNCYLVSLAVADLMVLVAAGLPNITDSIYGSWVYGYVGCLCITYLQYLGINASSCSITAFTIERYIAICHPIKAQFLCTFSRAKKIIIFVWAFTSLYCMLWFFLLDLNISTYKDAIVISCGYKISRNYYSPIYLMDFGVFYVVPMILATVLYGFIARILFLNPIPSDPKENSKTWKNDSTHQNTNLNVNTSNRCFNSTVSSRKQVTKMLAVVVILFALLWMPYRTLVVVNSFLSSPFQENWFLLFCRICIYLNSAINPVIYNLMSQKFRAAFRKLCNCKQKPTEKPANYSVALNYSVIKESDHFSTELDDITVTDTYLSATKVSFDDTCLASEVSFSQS
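TRHR-expressing cells loaded with fluo-8 calcium dye were read kinetically (ex 480/em 530) during compound addition, then stimulated with an EC20 of TRH (10 nM final). Enhancement of the Gq-mediated intracellular calcium response was scored.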
D1 antag – human D1 dopamine receptor antagonism; HEK293 TREx D1 cells, calcium flux, dopamine EC80; stronger effect = lower value; activity change, negative = inhibition, % at 10 µM; 360,000 tested, 3.2% active; P21728; in the data active = activity change below about -30%; note: % is set by controls: 0 for no effect and ±100 for the full control effect
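Cells carrying a force-coupled, tetracycline-inducible human D1 receptor report calcium flux. Each well gets a 10 s baseline, compound with 180 s monitoring, then an EC80 dopamine stimulus with a second 180 s kinetic read.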
D2 antagonist – antagonizes the human D2 dopamine receptor; inhibition, % at 10 µM; 340,000 tested, 2% active; HEK293 TREx D2 cells, calcium flux, dopamine EC80; P14416; in the data active = inhibition above about 30%; note: 0% is about no effect
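HEK293 T-REx D2 cells, tet-induced, calcium dye no-wash. Cpd pintool add, 180 s kinetic, then EC80 DA, 180 s kinetic. Ca flux read.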
Numbers without * were called inactive; ? = inconclusive; . = no result given. Only part of the results is shown; count on the stated rates, not on these rows.

The line under a structure holds: D2 antagonist	D2 PAM	D1 antag	D1 potentiator	RXFP1 ag	TRHR PAM	RXFP1 antagonist	D1 agonist	D2 ag
COc1ccc(CN(C)C(=O)Cc2ccc(S(=O)(=O)N3CCOCC3)s2)cc1OC
→ -23	8	-7	0	0.6%	-3	2	0	0.0
Cc1ncoc1C(=O)N1CCCC(C(=O)c2cccc(C(F)(F)F)c2)C1 (stereo not drawn)
→ -6	4	4	-2	0.5%	-3	12	1	0.0
CCOC(=O)c1csc(NC(=O)c2ccc(N3C(=O)CCC3=O)cc2)n1
→ -1	-1	4	0	-0.8%	0	1	1	1.4
O=C(CN1C(=O)NC2(CCCC2)C1=O)N1CCN(S(=O)(=O)c2cc(Cl)ccc2Cl)CC1
→ 0	-6	-22	-4	0.6%	-8	-6	-1	0.1
COc1ccccc1CN1C[C@@H]2C[C@@H](c3cccc(C)c3)N3CCC[C@@]23C1=O
→ 8	-1	-5	0	-2.3%	-3	-7	3	0.9
Cc1ccc(-c2cc(C(=O)N/N=C/c3c(C)nn(C)c3C)c3ccccc3n2)cc1C
→ 6	3	-19	-6	13%	-4	-2	2	-0.1
O=C(NCCCN1CCCCCC1)C1CC(=O)N(C2CCCC2)C1 (stereo not drawn)
→ -15	6	-1	-2	0.6%	7	-8	3	0.1
CC(C)Sc1nc2c(c(=O)[nH]c(=O)n2C)n1Cc1ccc(Cl)cc1
→ -13	7	31	12	9.3%	6	-11	3	0.0
CC1(C)Cc2nc3sc4c(N5CCCC5)nnnc4c3cc2CO1
→ -4	3	-12	0	1.5%	2	.	4	0.9
c1ccc(-c2nn3c(C4CCCCC4)nnc3s2)nc1
→ 26	9	-6	2	1.6%	-4	-11	0	0.2
CCC(C)(C)n1nnnc1C(c1cc2cc(C)cc(C)c2[nH]c1=O)N1CCN(C(=O)c2ccco2)CC1 (stereo not drawn)
→ 16	-4	-18	-4	1.2%	4	-26	1	-0.5
CCOc1ccc(CNC(=O)C2CCCN(c3nn4cc(-c5ccc(F)cc5)nc4s3)C2)cc1 (stereo not drawn)
→ .	-10	-29	-4	2.7%	16	-10	-1	0.5
CCCCCN(C(=O)NC(=O)Nc1nncs1)S(C)(=O)=O
→ .	.	-1	-5	0.2%	2	-13	2	.
COC(=O)c1ccccc1NC(=O)COC(=O)c1cccnc1
→ 10	-12	2	4	0.6%	-4	5	5	0.3
COCCNC(=O)C(c1ccc(O)cc1)N(Cc1ccco1)C(=O)CCC(=O)Nc1nccs1 (stereo not drawn)
→ 6	28	-2	3	0.1%	7	-7	-2	-1.4
CCc1ccc(CN(C)C(=O)c2cc(COc3c(F)cccc3F)on2)cc1
→ -14	4	-4	8	-3.3%	-3	-13	5	0.6
N#Cc1c(NC(=O)CSc2nnc(-c3ccncc3)n2CC2CCCO2)sc2c1CCCC2 (stereo not drawn)
→ 7	0	-11	-6	0.3%	-3	2	1	-0.6
Cc1ccc(NC(=O)c2cccnc2C(=O)Nc2ccc(C)cc2)cc1
→ -24	-9	-22	2	0.0%	1	14	1	-0.9
S=C(NCC1CCCO1)N1CCN(c2ccc(Cl)c(Cl)c2)CC1 (stereo not drawn)
→ -11	1	.	-5	0.7%	-4	-21	3	0.2
CC(=C/C(=O)O)/C=C/c1cccs1
→ -4	-3	9	-5	0.3%	0	-20	4	0.4
O=C(CSc1cccc[n+]1[O-])NC(=O)c1ccc(OC(F)F)cc1
→ -3	1	-3	-3	-1.6%	-2	-3	2	0.5
COC(=O)C1=C(CS(=O)(=O)c2ccc(C)cc2)NC(=O)NC1c1ccc(OC)c(OC)c1 (stereo not drawn)
→ 13	7	7	1	-0.1%	0	4	0	-0.8
Cc1cc(Br)ccc1NC(=O)CSc1nnc(CN2CCOCC2)n1C
→ -6	.	-4	0	0.7%	2	-13	-1	0.2
COc1ccc(N(C)S(=O)(=O)c2c(C)[nH]c(=O)[nH]c2=O)cc1
→ .	.	6	-5	-1.9%	4	1	1	.
Cc1nc2ccc(S(=O)(=O)NCC(=O)NCc3ccc4c(c3)OCO4)cc2s1
→ 2	-5	13	-4	0.9%	8	-12	1	0.1
CC1=CCC2C(=O)N(c3cc(C)on3)C(=O)C2C1 (stereo not drawn)
→ -8	-7	-7	-6	0.8%	-5	-5	-2	-1.4
Cc1ccn2c(NC(=O)c3ccccc3)c(-c3ccccc3)nc2c1
→ -3	6	23	-1	2.4%	3	-4	2	-1.0
O=C(NCc1cccnc1)c1cc(-c2ccc(Cl)cc2)oc1C(F)(F)F
→ -4	-5	-5	-12	-1.4%	-4	.	5	-0.2
CCn1nc(C)c(CN2CCC(n3nccc3NC(=O)Cc3ccccc3)CC2)c1C
→ .	.	3	3	0.3%	3	2	3	.
Cc1ccc2oc3c(c(=O)c2c1)C(c1ccc(F)cc1)N(Cc1ccc2c(c1)OCO2)C3=O (stereo not drawn)
→ .	8	0	-3	-3.0%	-9	-5	0	0.0
COc1ccc(S(=O)(=O)N2CCN(C)CC2)cc1C(=O)N1CCCCC1
→ -3	5	4	2	-0.1%	-3	-8	2	0.5
O/N=C(/c1ccccc1)c1cc2cc(Br)cc(Br)c2o1
→ -6	-2	-12	4	0.0%	-9	-24	6	-0.9
O=C(NCCc1c[nH]c2ccccc12)C1CCN(S(=O)(=O)c2ccccc2F)CC1
→ -6	-8	6	2	-2.4%	-5	-4	2	0.3
CCn1c(C)c(C(C)=O)c(N2CCCCC2)nc1=S
→ -3	-1	-89*	-16	0.4%	4	0	4	0.4
c1ccc2c(C3=NNC(=NC4CC4)SC3)c[nH]c2c1
→ -10	1	9	0	1.9%	-4	1	0	-0.1
CN(C)CCCN(C(=O)CCOc1ccccc1)c1nc2ccc(F)cc2s1
→ 5	-2	7	-2	-0.1%	-12	-26	1	1.6
Cc1ccc(N(CN2C(=O)C3CC=CCC3C2=O)C(=O)c2ccco2)cc1Cl (stereo not drawn)
→ 7	3	3	1	-0.2%	-7	-3	1	0.1
Cc1cccc(NC(=O)c2ccccn2)c1C
→ -4	0	-2	1	1.6%	-3	-16	-1	-0.3
COc1ccc(Cl)cc1C(=O)NCCCSc1ccccc1
→ -4	6	-11	-4	-1.1%	1	-20	2	-2.2
COc1cc(OC)c2c(OC)cccc2n1
→ -14	-4	-82*	-4	0.6%	-10	.	0	-0.2
COc1cccc(-n2c(=O)c3c4c(sc3n(Cc3ccc(F)cc3Cl)c2=O)CCCC4)c1
→ .	5	1	1	1.3%	2	-1	5	-0.5
Cc1ccc(CN2C(=O)CCSc3ccc(Cl)cc32)cc1
→ -6	-4	4	4	-0.5%	-2	-29	2	0.8
CSc1nncc(-c2ccc(F)c(F)c2)n1
→ 10	-6	-3	0	0.2%	3	-10	9	0.6
CC(=O)Nc1ccc(S(=O)(=O)NCC2CCC(C(=O)NCCC(C)C)CC2)cc1 (stereo not drawn)
→ 6	15	-24	-7	-3.1%	5	-14	3	0.5
Oc1nc(Nc2cccc(Cl)c2)sc1/C=C1\C=Nc2ccccc21
→ 4	-5	-16	1	-1.9%	4	.	3	1.1
CCOP(=O)(c1ccc(N(C)C)cc1)C(O)c1ccccc1OC (stereo not drawn)
→ -7	15	1	4	2.0%	1	19	4	-0.4
CCn1cc(C2Nc3ccccc3C(=O)N2O)c(C)n1 (stereo not drawn)
→ 1	7	10	-3	0.4%	5	1	2	0.3
CN([C@@H](C(=O)OC(C)(C)C)c1ccccc1)S(=O)(=O)c1cccc(S(=O)(=O)N(C)[C@@H](C(=O)OC(C)(C)C)c2ccccc2)c1
→ 21	4	7	-1	0.3%	5	.	3	0.3
COc1cc(OC)c(NC(=O)c2cc3c(s2)-c2ccc(Cl)cc2SC3)cc1Cl
→ .	2	0	5	-0.3%	3	-13	0	-0.7
O=C(CSc1nnnn1-c1ccccc1)c1cc2ccccc2oc1=O
→ .	.	-1	-8	1.4%	0	-11	1	.
CC(=O)c1nn(-c2ccc(OC(F)(F)F)cc2)nc1Nc1ccc(C)cc1
→ .	7	-4	4	-0.4%	4	13	1	1.2
Cc1[nH]c(SCC(=O)Nc2cc(S(C)(=O)=O)ccc2Cl)nc1Cc1ccccc1
→ .	-23	-25	-8	0.7%	5	3	8	.
Cc1ccc(S(=O)(=O)N/N=C/c2cccs2)cc1
→ -7	2	5	0	-1.2%	-3	-4	4	-1.3
N#Cc1c(Nc2ccccc2)s[nH]c1=O
→ .	.	-14	3	3.2%	6	-21	2	.
O=C(COc1ccc(Cl)cc1Cl)N1CCNC1=O
→ -16	-8	-3	-7	0.2%	-3	1	0	-1.2
CCOC(=O)CSc1nnc(CNC(=O)c2ccc(S(=O)(=O)N3CCOCC3)cc2)n1C
→ 1	-2	-8	-3	1.3%	-3	-7	8	1.0
C/C(=N\NC(=O)c1nnn(-c2nonc2N)c1-c1ccc2c(c1)OCO2)c1ccc(C)cc1
→ 14	8	53	16	0.1%	19	-19	104*	16
Cc1ccccc1N(CC(=O)NCC1CCCO1)C(=O)C1(C)CC(=O)N=C2C=CC=CN21 (stereo not drawn)
→ 2	2	-4	-3	3.3%	1	-17	1	0.4
COCCN(C(=O)CSc1nnc(-c2ccccc2F)n1C)c1c(N)n(Cc2ccccc2)c(=O)[nH]c1=O
→ 7	-4	1	1	0.3%	11	0	4	0.8
Cc1nc(SCC(=O)Nc2ccccc2)c2oc3ccccc3c2n1
→ 3	-4	-26	-2	?	14	4	2	-0.6
Cc1ccc(C(=O)N2N=C3c4ccccc4S(=O)(=O)N3[C@H]2N(C)C)cc1
→ -12	-8	-4	-2	-2.8%	4	4	1	-0.5
CC(=O)NC1=C(NC2CCS(=O)(=O)C2)C(=O)c2ccccc2C1=O (stereo not drawn)
→ 3	12	-7	-6	0.0%	-5	.	-1	0.4
